# GBA activity up: enhancers of human beta-glucosidase activity in Gaucher fibroblasts; P04062; L444P Gaucher fibroblasts, 4-MU-glucoside fluorescence, 3 days; activation, % at 10 µM; hit rate 0.44% among 30,000; in the data active = activation above about 65%;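 note: 0% = vehicle wells and 100% = positive control wells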
# Target sequence (P04062 whole entry L483P): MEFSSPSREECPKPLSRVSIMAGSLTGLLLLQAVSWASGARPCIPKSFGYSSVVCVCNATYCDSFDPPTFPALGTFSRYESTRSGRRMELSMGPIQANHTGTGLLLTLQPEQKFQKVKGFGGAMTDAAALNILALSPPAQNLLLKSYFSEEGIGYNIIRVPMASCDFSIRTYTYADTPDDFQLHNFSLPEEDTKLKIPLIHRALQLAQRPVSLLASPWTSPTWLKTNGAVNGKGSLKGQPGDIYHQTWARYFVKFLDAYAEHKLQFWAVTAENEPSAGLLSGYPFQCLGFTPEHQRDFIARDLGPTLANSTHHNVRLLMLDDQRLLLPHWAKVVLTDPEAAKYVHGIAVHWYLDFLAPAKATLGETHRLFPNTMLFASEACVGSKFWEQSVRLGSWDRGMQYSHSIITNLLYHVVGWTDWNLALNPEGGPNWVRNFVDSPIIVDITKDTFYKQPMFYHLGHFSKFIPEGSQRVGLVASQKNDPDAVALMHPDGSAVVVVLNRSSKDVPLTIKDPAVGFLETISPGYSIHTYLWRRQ
# * = called active by the depositor. Not all compounds are listed; the hit share may differ from the screen's.
cpd	SMILES	GBA activity up
1	COC(=O)C1=C(N)Oc2cc(C)n(Cc3cccnc3)c(=O)c2C1c1ccccc1OC (stereo not given)	-33
2	O=C1CC(N(Cc2ccco2)C(=O)Nc2ccc(F)cc2)C(=O)N1c1ccc(F)cc1 (stereo not given)	5
3	COc1ccc(CC(=O)Nc2cccc(-c3nnc(-c4ccccc4)o3)c2)cc1OC	-8
4	O=C(NCC1CCCO1)C1c2ccccc2C(=O)N1Cc1ccc2c(c1)OCO2 (stereo not given)	-16
5	CC(CN(C)Cc1ccccc1)OC(=O)c1cccs1 (stereo not given)	-20
6	Cc1ccccc1C(=O)/C=C1\NC(=O)CS1	-7
7	O=c1c2ccccc2nc2sc3ccccc3n12	14
8	O=C(Nc1c(F)cc(F)cc1Br)c1cccnc1	-40
9	C=CCSc1nnc(-c2c[nH]c3ccccc23)n1CC	-8
10	COc1ccc(O)c(-c2[nH]ncc2C(=O)c2ccccc2C)c1	-48
11	COc1cc2nc(C3CC3)n(NC(=O)c3ccc(Cl)cc3)c(=O)c2cc1OC	22
12	N#CCCn1ncc2ccccc21	2
13	Cc1ccc(C)c(N2CCN(C(=O)CN(C)S(=O)(=O)c3ccc4c(c3)CCC(=O)N4)CC2)c1	-9
14	O=C(CSCc1cccc(F)c1)N1CCN(c2ccccc2)CC1	6
15	Cc1ccc(-c2noc(CN(C(=O)CCCN3C(=O)c4ccccc4C3=O)C(C)C)n2)cc1	-29
16	COc1cc(OC)cc(C(=O)N2CCN(c3ncccn3)CC2)c1	-16
17	CCCCc1nc2n[nH]c(N)c2c2c1CCC2	-6
18	O=C(c1cc(-c2ccc(F)cc2)on1)N1CCCC1	-10
19	COc1nc(NC(C)=O)nc(C)c1Br	-13
20	Cc1cnn(Cc2ccccc2)c1N	17
21	O=C(c1cc2ccccc2oc1=O)N1CCN(CCc2ccccc2)CC1	-4
22	CC(C)(C)NC(=O)CSc1nnc(-c2ccco2)n1Cc1ccco1	78*
23	CCOC(=O)N1CCC(NC(=O)CCC(=O)N2CCOc3ccccc32)CC1	-22
24	CCc1nnc(NC=C2C(=O)OC(C)(C)OC2=O)s1	5
25	CC(=O)/C(C(=N)N1CCN(c2cccc(Cl)c2)CC1)=C(\C)O	-20
26	COc1cccc(CNC(=O)C2CCCN(S(=O)(=O)c3c(C)n[nH]c3C)C2)c1 (stereo not given)	11
27	CN1CCN(c2ccc(NC(=O)COc3ccc(Cl)cc3Cl)cc2)CC1	-34
28	COc1cc(C2NC(=O)N(C)C3=C2C(=O)CCC3)cc(OC)c1OC (stereo not given)	6
29	N#CCSc1nnc(CNc2cccc(Cl)c2)o1	-11
30	CCN1C(=O)CS/C1=N\c1nccs1	-13

# Next section.
cpd	SMILES	GBA activity up
31	CCCC(=O)Nc1ccccc1NC(=O)C1CCCCC1	-10
32	O=S(=O)(CCn1cccc1)CCn1cccc1	-25
33	COc1ccc(CCN(Cc2cccs2)S(=O)(=O)c2ccc(-n3cnnn3)cc2)cc1OC	-34
34	O=c1cc(CN2CCc3ccccc32)nc2sccn12	-23
35	COCCn1nnnc1C(c1ccc2ncccc2c1)N1CCc2ccccc21 (stereo not given)	-3
36	CCn1c(SCC(=O)NCC2CCCO2)nc2cc(S(=O)(=O)N3CCCCC3)ccc21 (stereo not given)	-15
37	Cc1cccc(Cc2c(C)nc3c(C(=O)NCc4ccco4)cnn3c2C)c1	-35
38	COc1cc(OC)cc(-n2nc(C(=O)NCCCN3CCOCC3)c3ccccc3c2=O)c1	-28
39	N#Cc1nc(-c2ccc(OCc3ccccc3)cc2)oc1N1CCC(C(N)=O)CC1	-60
40	CCOCCCNC(=O)c1ccc(CS(=O)(=O)Cc2cccc(C)c2)o1	-32
41	O=S(=O)(CCSc1nc2ccccc2o1)Cc1ccccc1	-3
42	Cc1ccccc1C(=O)N1CCC(C(=O)Nc2cccc(F)c2)CC1	-10
43	CCOC(=O)c1cc2cc(F)ccc2nc1C	-5
44	COc1ccc(-n2nc(C(=O)N3CCN(Cc4ccc5c(c4)OCO5)CC3)c3ccccc3c2=O)cc1	51
45	O=C(Nc1ccccc1N1CCN(C(=O)c2ccc(Cl)cc2)CC1)c1cc2ccccc2o1	16
46	Cc1cccc(-c2nsc(SCC(=O)NCc3ccco3)n2)c1	-2
47	CCOc1ccc2[nH]c(=O)c(CN(Cc3ccco3)C(CC)c3nnnn3Cc3ccccc3)cc2c1 (stereo not given)	-32
48	O=C(NCN1C(=O)C2C3C=CC(C3)C2C1=O)Nc1nccs1 (stereo not given)	1
49	O=C(c1csc2ccccc12)N1CCN(c2ccccn2)CC1	4
50	Cc1occc1-c1nnc(SCC(=O)Nc2ccc(F)cc2)n1Cc1ccccc1	-7
51	COC(=O)c1cccc(C(=O)Nc2cnc3ccccc3c2)n1	13
52	Cc1ccc(SCC(=O)N(Cc2nc(-c3ccccc3)no2)C(C)C)cc1	-13
53	CC1CCc2sc3c(c2C1)c1ncnn1c(=O)n3CC(=O)c1ccc(Br)cc1 (stereo not given)	-6
54	COc1ccc(S(=O)(=O)N2CCN(Cc3ccc(Cl)cc3)CC2)cc1	-40
55	Cc1noc(C)c1CSc1ccccc1C(=O)Nc1nccs1	-4
56	O=C(c1cnccn1)N1CCc2ccccc21	31
57	O=C(Cc1cn2ccsc2n1)NCc1ccccc1	-3
58	COc1ccc(-c2cn3cc(C)ccc3n2)cc1OC	-8
59	CCOC(=O)C1CCCN(C(=O)CCCOc2cc(=O)n(C)c3ccccc23)C1 (stereo not given)	-28
60	CN1C(=O)c2ccccc2Sc2ccc(NC(=O)N3CCCC3)cc21	-21

# Other records:
cpd	SMILES	GBA activity up
61	O=C(NS(=O)(=O)c1ccc2c(c1)OCCO2)c1ccccc1	6
62	O=C(CCSCCC(=O)NCC1CCCO1)NCC1CCCO1 (stereo not given)	-12
63	CCn1c(Cc2ccc(OC)cc2)nnc1SCC(=O)Nc1cccc(C(=O)OC)c1	-9
64	COc1ccc2c(C)cc(=O)oc2c1C	-9
65	CCn1c(NCc2ccc(N(C)C)cc2)nc2ccccc21	-3
66	CCOc1c(Cl)cc(C(=O)NCCN2CCCCC2)cc1Cl	-36
67	Cc1c(S(=O)(=O)Nc2cc(Cl)ccc2Cl)c(=O)n(C)c(=O)n1C	-7
68	Cc1ccc2c(COn3nnc4ccc(S(=O)(=O)N(C)C)cc43)cc(=O)oc2c1C	4
69	O=C(Oc1ccnc2cc(Cl)ccc12)N1CCOCC1	-8
70	CCn1c(SC)nnc1-c1sc2cc(Cl)ccc2c1Cl	6
71	C[N+]12CCC(CC1)C(OC(=O)C(O)(c1ccccc1)c1ccccc1)C2 (stereo not given)	-5
72	CCOCCc1nnc(NC(=O)c2cc(OC)c(OC)c(OC)c2)s1	-46
73	Cc1cc(NS(=O)(=O)c2ccc(Cl)cc2)nn1CC(=O)NCc1ccco1	-1
74	COc1cc(C2Nc3cc(Cl)c(S(N)(=O)=O)cc3S(=O)(=O)N2)cc(OC)c1OC (stereo not given)	-4
75	COc1ccccc1-c1nc(C#N)c(N2CCN(c3cccc(Cl)c3)CC2)o1	-18
76	O=C(O)c1cc2cc(F)ccc2[nH]1	-15
77	COc1ccccc1NS(=O)(=O)c1ccc(O)c(C(N)=O)c1	-2
78	O=S(=O)(c1ccc(OCC(O)CN2CCN(c3ccc(F)cc3)CC2)cc1)N1CCOCC1 (stereo not given)	-1
79	O=C(COC(=O)C1CC2C=CC1C2)NCc1ccco1 (stereo not given)	-4
80	COCc1ccccc1Cn1cnc2c1c(=O)n(C)c(=O)n2C	9
81	CCOc1cc2[nH]c(=O)n(CCCCCC(=O)NCc3ccc4c(c3)OCO4)c(=O)c2cc1OCC	-23
82	O=C(NCc1ccco1)c1cccc(S(=O)(=O)N2CCCCC2)c1	-46
83	CCOc1ccc(CSC(CC(=O)O)C(=O)O)cc1 (stereo not given)	-26
84	OC(COc1ccc2ccccc2c1)CN1CCOCC1 (stereo not given)	-5
85	Cc1cc(C)nc(N(C#N)CC(=O)c2ccccc2)n1	-3
86	O=C(Nc1ccc2c(c1)OCO2)C1CCCCN1S(=O)(=O)c1ccc(F)cc1 (stereo not given)	-19
87	Cc1occc1-c1nnc(SCCCC(=O)c2ccc(F)cc2)n1C	-48
88	Cc1cc(C)nc(SCc2nnc(SCC(=O)Nc3ncc(C)s3)n2Cc2ccco2)n1	-17
89	CN1CCN(/C(=N\O)c2nonc2N)CC1	-4
90	CCS(=O)(=O)N1CCC(C(=O)NCCc2ccc(C)cc2)CC1	-28

# Along the list, quoted from above.
# GBA activity up for entries 80 to 89, in order: 9, -23, -46, -26, -5, -3, -19, -48, -17, -4

# Seven records drawn at random from those above:
cpd	SMILES	GBA activity up
79	O=C(COC(=O)C1CC2C=CC1C2)NCc1ccco1 (stereo not given)	-4
83	CCOc1ccc(CSC(CC(=O)O)C(=O)O)cc1 (stereo not given)	-26
90	CCS(=O)(=O)N1CCC(C(=O)NCCc2ccc(C)cc2)CC1	-28
71	C[N+]12CCC(CC1)C(OC(=O)C(O)(c1ccccc1)c1ccccc1)C2 (stereo not given)	-5
73	Cc1cc(NS(=O)(=O)c2ccc(Cl)cc2)nn1CC(=O)NCc1ccco1	-1
61	O=C(NS(=O)(=O)c1ccc2c(c1)OCCO2)c1ccccc1	6
82	O=C(NCc1ccco1)c1cccc(S(=O)(=O)N2CCCCC2)c1	-46

# Continuation.
cpd	SMILES	GBA activity up
91	CCCN(CCC)CCNC(=O)C1CCCN(S(=O)(=O)c2ccc3c(c2)oc(=O)n3C)C1 (stereo not given)	7
92	CCn1cc(S(=O)(=O)CC(=O)Nc2ccc3c(c2)OCO3)c2ccccc21	-15
93	COC(=O)C1=C(C)NC2=C(C(=O)c3ccccc32)C1c1ccc(-c2ccc(C(=O)O)cc2)o1 (stereo not given)	3
94	O=C(CN1C(=O)c2ccccc2C1=O)Nc1ccccc1F	-25
95	Cc1cccc2cc(C(c3nnnn3CC3CCCO3)N3CCCc4ccccc43)c(=O)[nH]c12 (stereo not given)	-5
96	CCN1CCN(CCCNC(=O)C(NC(=O)C2CCC(C)CC2)C(C)C)CC1 (stereo not given)	12
97	CCCCn1c(=O)[nH]c(=O)c2c1nc(COC(=O)c1c(C)noc1C)n2CCC	-2
98	O=C(c1ccc(F)cc1)N1CCN(Cc2ccccc2Br)CC1	-17
99	CCC(=O)Nc1nonc1-c1nc2ccccc2n1N(C(=O)CC)C(=O)CC	37
100	COC(=O)c1ccc2c(c1)NC(=O)C(N1CCCC1)S2 (stereo not given)	-22
101	O=C(c1ccc(N2CCCC2=O)cc1)N1CCN(c2ccccc2)CC1	-6
102	COc1ccc(C(=O)COC(=O)CSCc2c(C)noc2C)cc1OC	-2
103	Fc1ccc(CSc2nnc(-c3cccs3)o2)cc1	-30
104	Cc1cccc(OCc2n[nH]c(=S)o2)c1	-4
105	CCOc1ccc(NC(=O)CSc2nc3cccnc3n2CC)cc1	-29
106	O=C(Cn1[nH]c(=O)c2ccccc2c1=O)NCc1cccnc1	-8
107	CCn1c(Cc2ccccc2)nnc1SCC(=O)Nc1cc(C)on1	-17
108	COc1cc(-c2nnc(SCC(=O)c3ccccc3)o2)cc(OC)c1OC	-2
109	Cc1onc(-c2ccccc2Cl)c1C(=O)N1CCc2ccccc21	2
110	Cn1nnnc1SCCNCC#Cc1ccccc1	-17
111	COCCN1Cc2cccc(C(=O)NC3CCCCCC3)c2C1=O	-7
112	CC1CN(c2oc(-c3ccco3)nc2S(=O)(=O)c2ccccc2)CC(C)O1 (stereo not given)	-3
113	CN(C)CCN1C(=O)C(O)=C(C(=O)c2ccco2)C1c1ccccc1F (stereo not given)	0
114	COc1ccccc1CNC(=O)COC(=O)c1ccc(S(=O)(=O)N2CCCC2)cc1	18
115	c1ccc2nc3c(nc2c1)CCc1nonc1-3	-19
116	COc1ccc(OC)c(Nc2nc(-c3sc(N)nc3C)cs2)c1	64
117	Cc1ccsc1C(=O)OCc1csc(-c2ccccc2)n1	-11
118	NCCCCCNC(=O)/C=N\O	-5
119	Nc1n[nH]c(-c2ccc(F)cc2)n1	-13
120	CC(C)Oc1ccc(CC2CC(=O)NC2=O)cc1 (stereo not given)	-12

# In the list so far, these have a COOH group.
cpd	SMILES	GBA activity up
76	O=C(O)c1cc2cc(F)ccc2[nH]1	-15
83	CCOc1ccc(CSC(CC(=O)O)C(=O)O)cc1 (stereo not given)	-26
93	COC(=O)C1=C(C)NC2=C(C(=O)c3ccccc32)C1c1ccc(-c2ccc(C(=O)O)cc2)o1 (stereo not given)	3

# (more compounds)
cpd	SMILES	GBA activity up
121	CCN1C(=O)CC(n2c(C)nc3ccccc32)C1=O (stereo not given)	-12
122	O=C(CSc1nnc2scc(-c3ccccc3)n12)Nc1nsc(-c2ccccc2)n1	-28
123	O=C(Nc1nsc(-c2ccccc2)n1)c1cccs1	-23
124	N#Cc1nc(-c2ccco2)oc1N1CCN(Cc2ccccc2)CC1	4
125	CN(c1ccc(F)cc1)S(=O)(=O)c1ccc2[nH]cc(C(=O)O)c(=O)c2c1	12
126	COc1ccccc1N1CCN(CC(O)COc2cccc3ccccc23)CC1 (stereo not given)	-27
127	CCC(C)NC(=O)C1CN(S(=O)(=O)c2ccccc2)CCN1S(=O)(=O)c1ccccc1 (stereo not given)	3
128	Cc1ccc(N2CC(C(=O)Nc3ccccn3)CC2=O)cc1 (stereo not given)	-5
129	COc1ccc(C(=O)NC(C(=O)NCc2ccccn2)C(C)C)cc1 (stereo not given)	-11
130	CN1CC=C2C(C#N)=C(N)C(C#N)(C#N)C(c3cccc(Cl)c3Cl)C2C1 (stereo not given)	-14
131	O=C(NC1CCCc2ccccc21)C1CCCO1 (stereo not given)	-8
132	CCCNc1nc2c(c(=O)[nH]c(=O)n2C)n1CCCc1ccccc1	11
133	COCCCN1C(=O)C(=O)/C(=C(/O)c2ccc3c(c2)OCCO3)C1c1ccc(C(=O)OC)cc1 (stereo not given)	-28
134	COc1ccc2nc3sc(C(=O)NCc4cccs4)c(N)c3cc2c1	1
135	O=C(NCCN1CCCC1=O)Nc1ccccc1	-3
136	COc1ccc(-c2cc3ccccc3n2CC(O)CN2CCOCC2)cc1 (stereo not given)	-67
137	O=C(NC1CC1)c1cccc(Nc2ccc(-c3ccc4c(c3)OCCO4)nn2)c1	33
138	COc1ccc(CN2C(=O)CN=C2Nc2ccc(C)cc2C)cc1	-12
139	COc1ccc(C(C)=O)cc1COC(=O)Cn1cnc2ccccc2c1=O	-7
140	COc1ccc(C2C(C(=O)c3sc(C)nc3C)=C(O)C(=O)N2CCN(C)C)cc1 (stereo not given)	-35
